Statin myotox sup = suppressors of simvastatin-induced myotoxicity in C2C12 myotubes; actives 0.78% (n = 330,000); AID 602340; ATP luminescence, 48 h; scaled: DMSO 0, geranylgeraniol control 100; rescue of ATP level, % at 7.49 µM;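 active = mean ATP rescue above about 67%, or every replicate alone reaching that limit, limit read from the data, passing the limit was not always enough; inconclusive = no clear call, values can overlap the other calls; inactive = mean under the limit and some replicate under it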;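 note: myotubes were challenged with 10 µM simvastatin during compound exposure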
DENV2 CPE = inhibitors of DENV2 cytopathic effect | DENV2-infected cells, cytopathic effect rescue, plate reader | CPE inhibition, % at 9.99 µM | actives 1.7% (n = 350,000); in the data active = CPE inhibition above about 20%, passing the limit was not always enough; inconclusive = no clear call, values can overlap the other calls; tested in BHK-21 cells;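 note: 0% = median of neutral control wells and 100% = median of positive control wells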
E-sel inducer = E-selectin induction on HUVECs; HUVEC E-selectin immunofluorescence imaging; normalized: neutral wells 0, TNF-alpha wells 100; AID 686992; activation, % at 7.58 µM; P16581; actives 0.37% (n = 260,000);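 active = mean E-selectin-positive cell signal at least 10% of the positive control, reached in at least 60% of replicates, without over 20% cell loss; inconclusive = no rule given, readout overlaps actives, possibly toxicity-flagged; inactive = the rest, including those meeting only one limit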;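 note: in these data hits start at about 27%; measured in HUVEC primary endothelial cells; signal is the percent of cells scored E-selectin positive by PE staining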
Target sequence (P16581 whole entry, looked up): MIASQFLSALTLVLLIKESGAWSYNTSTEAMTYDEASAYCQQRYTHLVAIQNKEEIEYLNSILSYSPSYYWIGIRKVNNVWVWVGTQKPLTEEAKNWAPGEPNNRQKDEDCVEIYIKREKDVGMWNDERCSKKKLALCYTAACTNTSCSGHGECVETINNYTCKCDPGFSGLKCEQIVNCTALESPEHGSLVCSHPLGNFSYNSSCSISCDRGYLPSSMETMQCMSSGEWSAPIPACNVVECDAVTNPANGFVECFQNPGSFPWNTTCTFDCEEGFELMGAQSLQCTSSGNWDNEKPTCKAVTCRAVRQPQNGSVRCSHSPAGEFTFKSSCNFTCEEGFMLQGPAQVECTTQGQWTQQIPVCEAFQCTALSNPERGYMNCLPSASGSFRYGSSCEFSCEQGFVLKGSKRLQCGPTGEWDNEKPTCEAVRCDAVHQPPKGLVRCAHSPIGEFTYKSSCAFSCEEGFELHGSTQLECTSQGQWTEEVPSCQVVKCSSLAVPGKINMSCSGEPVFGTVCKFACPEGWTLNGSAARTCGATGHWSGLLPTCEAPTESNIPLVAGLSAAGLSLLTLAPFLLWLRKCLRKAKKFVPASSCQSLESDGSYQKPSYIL
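Assay system: HUVEC, human umbilical vein endothelial cells / Amount: 3,000 HUVEC/well / Controls: TNF-alpha positive control, DMSO neutral control / Compound dosing: single concentration / Medium: EGM-2 over gelatin coat / Evaluation: percent E-selectin-positive cells / Signal: immunofluorescence imaging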
S100A4 MyoIIA = blocks human S100A4 binding to myosin IIA peptide; P26447; S100A4/TAMRA-MyoIIA peptide fluorescence polarization; inhibition, % at 10.7 µM; actives 0.14% (n = 360,000); AID 652163;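 active = mean inhibition of at least 70% across replicates, with every replicate also reaching that level; inconclusive = mean inhibition reaches 70% but some replicates fall short; inactive = mean inhibition below 70%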
Target sequence (P26447 whole entry, looked up): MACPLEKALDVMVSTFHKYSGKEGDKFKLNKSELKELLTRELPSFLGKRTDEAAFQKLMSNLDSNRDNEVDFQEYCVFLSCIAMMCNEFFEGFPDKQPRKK
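Test system: S100A4 monomer protein. Medium: HEPES buffer with Ca2+, pH 7.2. Reagent: fluorescent myosin IIA peptide, 5 nM. Compound dosing: single-point compound testing. Timing: 5 min between mix addition and reading. Benchmarks: DMSO neutral and TFP positive wells.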
PglD inh = PglD (C. jejuni) enzyme inhibition; actives 0.098% (n = 360,000); purified PglD enzyme, DTNB colorimetric CoA detection; inhibition, % at 12.5 µM; in the data active = inhibition above about 16%, passing the limit was not always enough; inconclusive = no clear call, values can overlap the other calls; note: strong numbers were not always called active
ERp5 block = blocks human ERp5 reductase activity on insulin | Q15084 | ERp5 insulin aggregation, absorbance 650 nm, 90 min | inhibition, % at 9.99 µM | actives 0.05% (n = 350,000) | AID 651711;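 active = mean replicate inhibition above about 25%, with every replicate also reaching it, limit read from the data, passing the limit was not always enough; inconclusive = only one of those two criteria met; inactive = neither criterion met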
SIRT5 inh = blocks human SIRT5 desuccinylation of peptide. Purified SirT5, succinyl-peptide AMC, trypsin-coupled fluorescence. actives 1.1% (n = 330,000). Q9NXA8. inhibition, % at 15 µM. AID 652115; in the data active = inhibition above about 15%; inconclusive = no clear call, values can overlap the other calls
Target sequence (Q9NXA8 whole entry, looked up): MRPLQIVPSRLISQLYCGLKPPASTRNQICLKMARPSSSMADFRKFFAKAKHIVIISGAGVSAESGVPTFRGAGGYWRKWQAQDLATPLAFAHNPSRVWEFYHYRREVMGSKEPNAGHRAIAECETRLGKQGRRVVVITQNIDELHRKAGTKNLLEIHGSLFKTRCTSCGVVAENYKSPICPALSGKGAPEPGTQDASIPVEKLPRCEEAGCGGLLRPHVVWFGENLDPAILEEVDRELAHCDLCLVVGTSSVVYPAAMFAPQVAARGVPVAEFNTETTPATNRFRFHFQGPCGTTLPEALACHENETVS
Numbers without * were called inactive; ? = inconclusive; . = not tested or not shown; & = joins results of further samples. This is a subset (hit frequency here may not be typical).

The first three compounds as a preview:
SMILES	Statin myotox sup	DENV2 CPE	E-sel inducer	S100A4 MyoIIA	PglD inh	ERp5 block	SIRT5 inh
CC(=O)OCC(=O)N1N=C(c2ccc3ccccc3c2)CC1c1ccccc1 (stereo not drawn)	.	-2	1.0	-5	.	-2	2
O=C(C1CCCN(S(=O)(=O)c2cccc3nonc23)C1)N1CCN(c2ccccc2)CC1 (stereo not drawn)	-19	-2	.	-5	1	4	-10
Cc1cc(NC(=O)Nc2ccc(Cl)c(Cl)c2)no1	-7	1	3.7	1	3	6	-2

All compounds of this part, previewed entries included:
SMILES	Statin myotox sup	DENV2 CPE	E-sel inducer	S100A4 MyoIIA	PglD inh	ERp5 block	SIRT5 inh
CC(=O)OCC(=O)N1N=C(c2ccc3ccccc3c2)CC1c1ccccc1 (stereo not drawn)	.	-2	1.0	-5	.	-2	2
O=C(C1CCCN(S(=O)(=O)c2cccc3nonc23)C1)N1CCN(c2ccccc2)CC1 (stereo not drawn)	-19	-2	.	-5	1	4	-10
Cc1cc(NC(=O)Nc2ccc(Cl)c(Cl)c2)no1	-7	1	3.7	1	3	6	-2
Cc1ccccc1-c1ccc2c(c1)O[C@H](CN(C)C(=O)Nc1ccc(C(F)(F)F)cc1)[C@H](C)CN([C@H](C)CO)S2(=O)=O	-141	15	0.0	11	3	1	3
Cc1cc(NC(=O)CSCC(=O)OC(C)C(=O)c2cc(C)c(C)cc2C)no1 (stereo not drawn)	-14	-2	0.1	11	1	-6	-6
CN(C)CCCNC(=O)c1cc(C(=O)c2c(Cl)cccc2Cl)c[nH]1	1	0	-0.3	0	.	3	-1
CO[C@H](CN(C)S(=O)(=O)c1ccc(Cl)cc1)[C@H](C)CN(Cc1ccccc1Cl)[C@H](C)CO	-15	2	-0.2	7	0	-4	-1
CC(=O)Nc1ccc(NC(=O)CCc2c(C)noc2C)cc1	-4	.	-0.3	-1	-1	8	-2
O=C(NCCc1ccccc1)N1CCCC(CNS(=O)(=O)Cc2ccccc2)C1 (stereo not drawn)	.	3	.	0	.	0	-1
CC(=O)N1[C@@H]2c3ccc(C4=CCCC4)c(=O)n3C[C@@H]2[C@@H](CO)[C@@H]1C(=O)Nc1ccccc1	-1	2	0.1	-10	2	0	3
COC(=O)c1cc(NC(=O)Nc2cccc(Cl)c2)ccc1Cl	4	-3	.	1	-5	1	-2
O=C(COC(=O)c1ccc(Br)o1)NCC1CCCCC1	0	6	-0.1	0	4	2	0
c1ccc(C2Nc3cccc4cccc(c34)N2)cc1	3	5	.	-9	5	2	12
COc1ccc(CN(C)C[C@H]2Oc3c(NC(=O)Nc4ccc5c(c4)OCO5)cccc3C(=O)N([C@@H](C)CO)C[C@@H]2C)cc1	13	-7	-9.4	0	2	1	7
C[C@@H]1CN([C@@H](C)CO)C(=O)c2cccc(N(C)C)c2O[C@H]1CN(C)C(=O)Nc1ccccc1	32	30*	-0.1	-48	3	-2	3
Cc1c(OCC(=O)NCCCN2CCOCC2)ccc2c3c(c(=O)oc12)CCC3	-2	0	.	0	-1	2	1
CCCCC(=O)N(C)c1c(C)nc2ccc(C(=O)N3CCNC(=O)C3)cn12	7	4	-0.3	-60	-4	-5	1
Fc1ccccc1/C=N/NC(=S)Nc1ccc(Cl)cc1Cl	.	11	0.7	-12	2	-6	-5
Brc1ccc2oc3c(N4CCOCC4)ncnc3c2c1	-36	0	.	-2	-1	3	-5
Cc1cc(C(=O)NC2CCCC2)on1	-29	-8	-0.5	-6	-2	4	2
CC1(C(=O)Nc2ccc3c(c2)OCCO3)CSCC(=O)N1Cc1ccco1 (stereo not drawn)	.	-8	0.4	-6	.	7	1
CCSc1ncc(Cl)c(C(=O)Nc2ccccc2C)n1	3	-1	0.3	-1	5	1	33*
O=C(C[C@H]1CC[C@H]2[C@@H](COC[C@@H](O)CN2C(=O)c2cnccn2)O1)NCc1ccc(F)cc1	1	-2	-0.1	-6	-1	4	4
COc1ccc(OCCCC(=O)OCC(=O)Nc2c(C)nn(-c3ccccc3)c2C)cc1	-3	1	.	3	-1	-5	-4
COc1ccc2c3c([nH]c2c1)[C@@H](CO)N(C(=O)C1CCC1)CC31CCN(C(=O)c2ccncc2)CC1	.	3	-0.2	21	.	.	0
COc1ccc(-c2csc(NC(=O)c3ccccc3OC)c2C(=O)O)cc1OC	4	-5	.	-5	9	2	-4
CCN(CC)c1ccc(NC(=S)Nc2ccc(F)cc2)cc1	-75	0	.	-8	-4	5	-1
COc1ccc(S(=O)(=O)N(C)C[C@H]2Oc3ccc(NC(=O)Cc4cn(C)c5ccccc45)cc3CC(=O)N([C@H](C)CO)C[C@H]2C)cc1	4	9	0.1	-4	0	-11	5
C[C@@H]1CN([C@H](C)CO)C(=O)c2cc(NC(=O)C3CC3)ccc2O[C@@H]1CN(C)C(=O)Nc1ccc2c(c1)OCO2	-13	1	0.0	103*	4	3	3
Cc1ccc2nc(-c3ccc(NC(=O)COC(=O)c4ccc([N+](=O)[O-])o4)cc3)sc2c1	.	?	.	4	.	8	.
C[C@H](CO)N1C[C@H](C)[C@@H](CN(C)C(=O)Nc2ccc(F)cc2)Oc2ccc(NC(=O)C3CCCCC3)cc2C1=O	19	.	-3.3	.	2	.	.
COc1ccc(-c2ccc(C(=O)NCc3ccc(C(F)(F)F)cc3)c3occc23)c(C)c1	1	3	1.4	0	1	-2	0
C[C@@H]1CCCCO[C@@H](CN(C)C(=O)Nc2ccc(C(F)(F)F)cc2)[C@@H](C)CN([C@H](C)CO)C(=O)c2cc(NS(=O)(=O)c3ccccc3)ccc2O1	.	21*	-0.1	0	-1	1	2
O=C(Nc1nc(-c2ccccn2)cs1)C1CCCC1	-3	-8	-0.7	-3	-5	0	0
Cc1ccc(NC(=O)n2ncc3c(C)cccc32)c(C)c1	8	?	0.0	0	-1	-2	-3
CCOC(=O)CCc1c(C)c2ccc(OC3CCCCC3=O)cc2oc1=O (stereo not drawn)	-3	-2	9.8	16	9	0	-14
COc1ccc(-c2nc3ccc(C)cn3c2Cc2ccccc2C(F)(F)F)cc1OC	.	-2	-6.5	-7	.	3	0
Cc1cc(C(=O)Nc2cccc3c2O[C@H](CN(C)S(=O)(=O)c2ccc(F)cc2)[C@H](C)CN([C@H](C)CO)C3=O)n(C)n1	.	.	-2.2	-5	5	-1	8
Cc1ccc(S(=O)(=O)N2C[C@@H](O)COC[C@H]3O[C@@H](CC(=O)NCc4ccc(Cl)c(Cl)c4)CC[C@@H]32)cc1	5	?	0.3	16	-2	-2	0
Cc1ccc(Cl)cc1NS(=O)(=O)N1CCOCC1	7	4	-0.2	-4	-2	7	-1
C[C@H](NC(=O)[C@@H]1[C@@H](CO)[C@@H]2Cn3c(ccc(-c4cccnc4)c3=O)[C@H]1N2C)c1ccccc1	12	4	0.0	-3	2	1	-6
CCOc1ccccc1/C=C/c1onc(C)c1S(=O)(=O)N1CCC(C(=O)NC(C)C)CC1	-18	6	.	-2	1	2	-1
Cc1cc(C)nc(-n2ncc(C#N)c2N)n1	.	2	.	1	.	2	2
CC(CN1CCN(Cc2ccccc2)CC1)c1ccccc1 (stereo not drawn)	-3	-5	-0.1	1	1	-3	-1
Cc1ccc(C(NC(=O)N2CCOCC2)C(Cl)(Cl)Cl)cc1F (stereo not drawn)	.	.	0.2	-1	.	5	-3
C=CCn1c(COc2ccccc2-c2ccccc2)nnc1SCC(=O)NC(=O)NCc1ccco1	12	6	.	1	-2	-2	4
COc1ccc(NC(=O)Nc2ccc3c(c2)C(=O)N([C@H](C)CO)C[C@@H](C)[C@@H](CN(C)C(=O)CCC(F)(F)F)OCCCC[C@H](C)O3)cc1	.	.	0.2	11	0	0	7
CCCC#Cc1ccc([C@@H]2[C@@H](C#N)N(S(C)(=O)=O)[C@H]2CO)cc1	12	-1	0.0	-8	-4	0	1
C[C@@H]1CN([C@H](C)CO)C(=O)c2cc(NS(=O)(=O)c3cccs3)ccc2O[C@H]1CN(C)C(=O)Nc1cccc2ccccc12	28	-2	0.0	0	0	4	6
COc1ccc(NC(=O)CSc2nnc(Cc3ccccc3)c(=O)n2N)cc1OC	0	1	.	-1	3	0	3
O=C(Nc1ccccc1F)NC1CCCc2ccccc21 (stereo not drawn)	.	1	-0.1	-6	11	2	-1
CCc1nc2ccccc2c(C(=O)OCC(=O)NCCCN2CCCC2=O)c1C	.	.	.	-1	-5	-13	19*
O=C(CCN1CCCCC1)NCC[C@@H]1CC[C@@H](NC(=O)C2CCC2)[C@H](CO)O1	-2	-4	-0.6	35	0	1	11
Cc1nc(-c2ccccc2)sc1C1(C)CC(c2ccc([N+](=O)[O-])cc2)=NO1 (stereo not drawn)	-3	-2	1.1	1	0	3	-5
CC(=O)c1c(C)[nH]c(C(=O)Nc2cccc(S(=O)(=O)N(C)c3ccccc3)c2)c1C	.	2	-1.8	1	.	-2	-5
CN1CCN(C2=Nc3ccccc3Oc3ccc(Cl)cc32)CC1	7	-10	0.2	0&-1	1	0	-1
COc1cc(C(=O)NCCNc2nc3c(C)cccc3cc2C#N)cc(OC)c1OC	2	?	0.4	-2	4	0	.
C[C@@H]1CN([C@H](C)CO)C(=O)c2cccc(NC(=O)c3ccncc3)c2O[C@H]1CN(C)C(=O)Nc1ccc(C(F)(F)F)cc1	11	-8	0.2	2	-4	1	3
COC(=O)[C@H](CC(C)C)N(Cc1ccccc1)S(=O)(=O)N(Cc1ccccc1)[C@@H](CC(C)C)C(=O)OC	-28	17	-0.2	2	1	0	.
COc1cc(/C=C2\CCCc3c2nc2ccccc2c3C(=O)O)cc(Br)c1O	-59	17	.	4	-1	-10	2
(cont.)
SMILES	Statin myotox sup	DENV2 CPE	E-sel inducer	S100A4 MyoIIA	PglD inh	ERp5 block	SIRT5 inh
CC(=O)c1c(C)[nH]c(C(=O)Nc2cccc(C#N)c2)c1C	1	1	-0.1	0	1	1	-2
C[C@H](CO)N1C[C@H](C)[C@@H](CN(C)C(=O)Nc2cccc3ccccc23)OCCCC[C@H](C)Oc2ccc(NS(=O)(=O)c3cccs3)cc2C1=O	12	-3	0.0	23	-1	-6	1
O=C(Nc1ccc(Br)cn1)c1cccc(C(=O)Nc2ccc(Br)cn2)c1	-5	-2	0.0	35	5	-2	1
O=C(NNC(=O)c1ccccc1O)c1cc2ccccc2o1	1	4	-0.1	3	0	-2	-3
O=C(Nc1cc(Cl)c(O)c(Cl)c1)C1CCCO1 (stereo not drawn)	9	2	.	0	-7	-3	-1
CN(C)c1nc(Nc2ccc(Cl)cc2)nc(OCC#N)n1	16	.	.	-2	3	-14	-1
CCOC(=O)NC1(NC2CCCCC2)Oc2ccccc2O1	-34	0	.	-3	0	-1	-5
O=S(=O)(Nc1nnc(C2CCCCC2)s1)c1ccc(F)cc1	3	-2	.	3	5	2	1
COc1ccc(S(=O)(=O)NCCCN2CCCC2=O)c(OC)c1	.	-6	-0.2	0	3	0	-1
COc1ccc2c3c(n(C)c2c1)[C@@H](CO)N(C(=O)Nc1ccccc1F)CC31CCN(C(C)=O)CC1	.	-7	-0.3	2	.	0	2

4 compounds drawn at random from those above:
SMILES	Statin myotox sup	DENV2 CPE	E-sel inducer	S100A4 MyoIIA	PglD inh	ERp5 block	SIRT5 inh
COc1ccc(OCCCC(=O)OCC(=O)Nc2c(C)nn(-c3ccccc3)c2C)cc1	-3	1	.	3	-1	-5	-4
CN(C)c1nc(Nc2ccc(Cl)cc2)nc(OCC#N)n1	16	.	.	-2	3	-14	-1
CCSc1ncc(Cl)c(C(=O)Nc2ccccc2C)n1	3	-1	0.3	-1	5	1	33*
O=C(CCN1CCCCC1)NCC[C@@H]1CC[C@@H](NC(=O)C2CCC2)[C@H](CO)O1	-2	-4	-0.6	35	0	1	11

Bioassay records from PubChem.
